Abeta rescue: qHTS for compounds that reverse cellular toxicity of Amyloid beta (A-beta) peptide in yeast: Primary Screen; yeast expressing A-beta42, growth rescue, OD600, 48 h; response scale: 0% DMSO, 100% iron-clioquinol control; Potency, µM (doses to about 46.1 µM), inactives show at the highest dose growth rescue, most hits filed as activators; hit rate 0.063% among 410,000; AID 1347071, 2019; also: potency is read from the fitted curve at half-maximal effect; nearly all actives have a fitted effect of over 55% in size
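Growth rescue measured by 600 nm absorbance after 48 h yeast culture at 30 C with compound. Values normalized between DMSO and an equimolar ferric chloride plus clioquinol control.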
PLK1 PBD inh: qHTS for Inhibitors of PLK1-PDB (polo-like kinase 1 - polo-box domain): Primary Screen | Serine/threonine-protein kinase PLK1 (Homo sapiens), P53350 | Potency, µM, without a hit: max response, negative = inhibition, hits mostly inhibitors | Plk1 PBD binding of FITC phosphopeptide, fluorescence polarization | hit rate 2.8% among 360,000; also: potency is read from the fitted curve at half-maximal effect; series mostly up to about 57 µM; % is scaled to controls: 0 for no effect and ±100 for the full control effect; nearly all actives have a fitted effect of over 65% in size
Target sequence (P53350 whole entry, looked up, the tested form may be a part): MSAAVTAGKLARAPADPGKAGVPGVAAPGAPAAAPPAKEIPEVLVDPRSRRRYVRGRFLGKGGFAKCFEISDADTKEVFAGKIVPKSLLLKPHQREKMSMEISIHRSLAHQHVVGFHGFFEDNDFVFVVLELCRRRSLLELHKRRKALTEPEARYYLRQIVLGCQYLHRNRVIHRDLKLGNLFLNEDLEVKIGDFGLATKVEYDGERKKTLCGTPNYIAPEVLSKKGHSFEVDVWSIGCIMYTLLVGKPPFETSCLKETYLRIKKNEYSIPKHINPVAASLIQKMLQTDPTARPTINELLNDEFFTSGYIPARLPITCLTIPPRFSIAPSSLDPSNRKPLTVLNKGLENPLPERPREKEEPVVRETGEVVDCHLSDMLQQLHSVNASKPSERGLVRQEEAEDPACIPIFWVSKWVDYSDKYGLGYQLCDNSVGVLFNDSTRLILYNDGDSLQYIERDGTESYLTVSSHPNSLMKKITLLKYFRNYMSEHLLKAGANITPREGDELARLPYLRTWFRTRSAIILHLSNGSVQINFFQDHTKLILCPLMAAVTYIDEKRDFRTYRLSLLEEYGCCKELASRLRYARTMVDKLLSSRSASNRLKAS
IL-2 act: qHTS of IL-2 Activators; activation, % (series mostly up to about 46 µM); hit rate 0.065% among 360,000; AID 652025, 2013; IL-2 activation reporter assay, cell-based qHTS; stimulated with anti-CD3/CD4/CD28 beads; in transgenic mouse T cells; in the data active = activation above about 50%; inconclusive = mostly about 30% to 49%; also: 0% is about no effect
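Quantitative HTS in unstimulated transgenic mouse T cells, with memory T cells as non-tolerant control and PMA/ionomycin as tolerance-bypass control. Compound pretreatment lasted 60 minutes before 18 h bead stimulation; EGFP/DsRed fluorescence read.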
FUS suppressor: qHTS for Suppressors of FUS Proteinopathy: Primary screen using FUS-linked yeast assay. AID 1347120, 2019. S. cerevisiae FUS-expressing, growth rescue, OD600, 24 h. Potency, µM (highest dose often 76.6 µM), inactives show at the highest dose growth rescue (activation), most hits filed as activators. hit rate 0.24% among 390,000;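 also: potency is read from the fitted curve at half-maximal effect; plate controls were DMSO vehicle for no effect and reference control for full effect; nearly all actives have a fitted effect of over 55% in size; some results filed as inactive show a strong effect at the top dose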
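Steps: raffinose overnight preculture; dilution to OD 0.005 in 2% galactose minimal medium; compound addition (concentration series); 24hr at 30C, 99% humidity; absorbance read at 600 nm.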
PI5P4K alpha inh: qHTS for Inhibitors of phosphatidylinositol 5-phosphate 4-kinase (PI5P4K). AID 652105, 2013. max response, %. Phosphatidylinositol 5-phosphate 4-kinase type-2 alpha (Homo sapiens), P48426. PI5P4Kalpha enzyme, ADP-Glo luminescence, 60 min; active compounds read low. hit rate 1.2% among 330,000; active = max response of -50% or lower; inconclusive = between -30% and -50%; inactive = -30% or higher; also: value at the top dose of about 77 µM; % is scaled to controls: 0 for no effect and ±100 for the full control effect
Target sequence (P48426 whole entry, looked up): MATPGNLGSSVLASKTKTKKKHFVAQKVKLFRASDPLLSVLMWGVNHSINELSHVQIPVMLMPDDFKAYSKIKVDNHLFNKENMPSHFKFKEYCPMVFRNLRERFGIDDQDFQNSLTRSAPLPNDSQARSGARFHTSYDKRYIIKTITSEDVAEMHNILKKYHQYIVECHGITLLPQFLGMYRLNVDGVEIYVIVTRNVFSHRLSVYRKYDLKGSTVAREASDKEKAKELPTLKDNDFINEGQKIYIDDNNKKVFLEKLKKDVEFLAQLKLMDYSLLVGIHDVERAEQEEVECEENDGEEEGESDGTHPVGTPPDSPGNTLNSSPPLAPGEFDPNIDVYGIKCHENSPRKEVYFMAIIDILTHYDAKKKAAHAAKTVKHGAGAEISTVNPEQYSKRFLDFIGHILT
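PI5P4Kalpha ADP-Glo assay; 5 microM ATP final; 60 min RT reaction; HEPES pH 7.4/EGTA/CHAPS, 5% DMSO; controls lacking substrate or enzyme; luminescent end-point.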
EPAC1 ag: qHTS for Agonist of cAMP-regulated guanine nucleotide exchange factor 3 (EPAC1): primary screen. EPAC1 agonist qHTS, biochemical assay; response scale: 100% = response to 6.5 mM cAMP. Potency, µM (series often up to 154 µM), for inactives: top-dose activation, usual class: activators. hit rate 0.073% among 360,000; also: potency is read from the fitted curve at half-maximal effect; nearly all actives have a fitted effect of over 60% in size
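Read-out is the fluorescence drop as BODIPY-GDP leaves Rap1B (480 nm excitation, 540 nm emission), recorded every 5 minutes over 30 minutes. Reactions held 100 nM EPAC1, 250 nM Rap1B–BODIPY-GDP and 50 uM GDP, with 6.5 mM cAMP setting full activation.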
aSyn rescue: qHTS of alpha-syn Inhibitors; AID 652106, 2013; Potency, µM (highest dose often 46.1 µM), for the others: at the top dose growth rescue (activation), hits mostly activators; Yeast expressing alpha-synuclein, growth rescue, BacTiter-Glo, 24 h; hit rate 0.14% among 370,000; also: potency is read from the fitted curve at half-maximal effect; % of control where 0% means no effect; nearly all actives have a fitted effect of over 65% in size
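Screening used galactose-induced yeast with toxic alpha-synuclein levels, exposed to compound for 24 hr at 30 deg C. Cell growth, read with BacTiter-Glo luminescence, gave the measured signal.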
WRN helicase inh: qHTS for Inhibitors of WRN Helicase. Bifunctional 3'-5' exonuclease/ATP-dependent helicase WRN (Homo sapiens), Q14191. WRN helicase unwinding, fluorescent forked duplex, kinetic. Potency, µM (doses to about 114 µM), without a hit: at the highest dose activity change, negative = inhibition, most hits filed as inhibitors. hit rate 0.46% among 360,000; also: potency is read from the fitted curve at half-maximal effect; % is scaled to controls: 0 for no effect and ±100 for the full control effect; nearly all actives have a fitted effect of over 55% in size
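Screening of the MLSMR collection measured strand separation of a quenched forked DNA duplex (100 nM) by 20 nM WRN with 2 mM ATP, all final. Compounds were preincubated with enzyme 15 min at room temperature.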
EPAC1 antag: qHTS for Antagonist of cAMP-regulated guanine nucleotide exchange factor 3 (EPAC1): primary screen | Rap guanine nucleotide exchange factor 3 (Homo sapiens), O95398 | Potency, µM (highest dose often 115 µM), for inactives: at the highest dose activity change, negative = inhibition, usual class: inhibitors | EPAC1 GEF assay, Rap1b-BODIPY-GDP exchange fluorescence | hit rate 0.14% among 360,000;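 also: potency is read from the fitted curve at half-maximal effect; plate controls were vehicle for no effect and positive control for full effect; nearly all actives have a fitted effect of over 50% in size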
Numbers without * were called inactive; ? = inconclusive; nt = no result given; [ ] = another dose, or the depositor's remark. Unless noted, calls follow the shape of the dose curve; as a rule, active = well fitted curve in the direction sought with a large enough effect; inconclusive = small, poorly fitted or top-dose-only effect, or another doubt; inactive = no such curve, though single readings can be large; an effect the other way counts as inactive or inconclusive. Compounds were not picked by outcome, and some 4.1% of all compounds hit somewhere here.

[1] Cn1nc(-c2ccccc2)cc1NC(=O)Nc1ccc(C(C)(C)C)cc1
[2] CCCCNC(=O)c1cc(-c2ccc3c(c2)OCO3)on1
[3] COc1cc(-c2nc3sc(C)c(C)c3c(=O)o2)cc(OC)c1OC
[4] CC(=O)Nc1nc2ccccc2n1CCN1CCOCC1
[5] O=C(NCc1c(F)cccc1F)c1cc(COc2c(F)cccc2F)on1
[6] COC(=O)Cc1ccc(NC(=O)c2ccc3c(c2)C(=O)N(Cc2cccnc2)C3=O)cc1
[7] CCCNC(=O)C1(CC2CC(c3ccccc3)=NO2)CCN(C(=O)C2CCCC2)CC1 (stereo not drawn)
[8] N#C/C(=C/c1ccc(-c2ccccc2[N+](=O)[O-])o1)C(=O)NCCN1CCCCC1

Assay by compound,1,2,3,4,5,6,7,8
Abeta rescue,11%,-14%,-11%,-3%,0%,-1%,4%,11%
PLK1 PBD inh,-5%,-1%,-7%,0%,-15%,-18%,6%,0%
IL-2 act,-0.7,0.0,0.0,-0.2,0.0,-1.8,0.4,-0.3
FUS suppressor,17%,5%,-15%,3%,0%,23%,-12%,22%
PI5P4K alpha inh,2,-4,1,nt,-4,-3,-2,5
EPAC1 ag,-6%,-9%,-8%,0%,-9%,-2%,-10%,5%
aSyn rescue,-20%,1%,-2%,3%,-2%,0%,6%,-7%
WRN helicase inh,-12%,-2%,2%,-2%,-7%,5%,6%,2%
EPAC1 antag,-29%,?,-16%,-4%,-22%,0%,9%,-1%

[9] O=C(Nc1ccccc1N1CCN(c2ccccc2)CC1)C12CC3CC(CC(C3)C1)C2
[10] Cc1ccccc1-n1c(-c2cccnc2)n[nH]c1=S
[11] O=Cc1ccc(OC(=O)CCCCC(=O)Oc2ccc(C=O)cc2)cc1
[12] CCOc1ccccc1NC(=O)CCC(=O)O
[13] Cc1cccc(-c2noc(CCCC(=O)NCC3CCCO3)n2)c1 (stereo not drawn)
[14] Cc1ccc(CNC(=O)CN2C(=O)NC(C)(c3cccc(Br)c3)C2=O)cc1 (stereo not drawn)
[15] O=C(CCCN1C(=O)C(c2ccccc2)Oc2cccnc21)Nc1ccccc1Cl (stereo not drawn)
[16] COC(=O)[C@]1(C)N[C@H](CN(C)S(=O)(=O)c2ccc(C)cc2)[C@@H]2C(=O)N(C)C(=O)[C@@H]21

Assay by compound,9,10,11,12,13,14,15,16
Abeta rescue,-4%,17%,-11%,9%,-6%,2%,4%,10%
PLK1 PBD inh,-2%,-1%,-9%,0%,-6%,-3%,-9%,-11%
IL-2 act,-0.4,0.1,-3.1,0.2,-0.1,0.5,-2.2,-0.3
FUS suppressor,-15%,13%,-15%,-10%,-3%,3%,12%,7%
PI5P4K alpha inh,-2,nt,-2,nt,-6,4,3,0
EPAC1 ag,6%,-2%,1%,-4%,-3%,-8%,-4%,-3%
aSyn rescue,5%,-1%,6%,-5%,-1%,1%,1%,0%
WRN helicase inh,-4%,6%,6%,-1%,2%,-1%,-12%,9%
EPAC1 antag,-8%,12%,17%,9%,1%,0%,-13%,-20%

Entries by screen from above:
Compounds 9 to 16 in EPAC1 antag, in turn: -8%, 12%, 17%, 9%, 1%, 0%, -13%, -20%
Compounds 9 to 16 in Abeta rescue, in turn: -4%, 17%, -11%, 9%, -6%, 2%, 4%, 10%

Next part.
[17] CCOc1ccc2c(c1)C(=NNC(=O)c1ccccn1)c1cc(OCC)ccc1-2
[18] CCc1sc(NC(=O)CCC(=O)O)nc1-c1cc2ccccc2oc1=O
[19] Fc1ccc(COc2cccc3cccnc23)cc1
[20] Cc1cccc(C(=O)O)c1NC(=O)c1ccc(F)cc1
[21] COc1ccccc1C(=O)Nc1ccnn1C1CCN(C(=O)c2ccoc2)CC1
[22] CCN(CC)S(=O)(=O)c1ccc(-c2csc(C)n2)cc1
[23] COC(=O)n1c(=O)oc2ccccc21
[24] O=C(CCl)Nc1ccccc1C(=O)Nc1ccc2c(c1)OCO2

Assay by compound,17,18,19,20,21,22,23,24
Abeta rescue,11%,5%,1%,-2%,-16%,-11%,12%,-22%
PLK1 PBD inh,-12%,-13%,-6%,1%,-5%,9.5µM*,-9%,-9%
IL-2 act,-1.8,0.3,-0.1,-2.1,-2.5,-1.0,-1.6,-3.0
FUS suppressor,-15%,7%,18%,8%,nt,3%,-44%,16%
PI5P4K alpha inh,1,3,3,-3,0,?,-5,-6
EPAC1 ag,10%,-4%,12%,1%,5%,-1%,5%,1%
aSyn rescue,-1%,0%,-10%,7%,-4%,6%,1%,-1%
WRN helicase inh,6%,-2%,4%,3%,-34%,-1%,-22%[57.1 µM],-5%
EPAC1 antag,-5%,3%,-19%,10%,-3%,-10%,7%,-2%

Shown tab-delimited: entries from further up.
item	Structure	Abeta rescue	PLK1 PBD inh	IL-2 act	FUS suppressor	PI5P4K alpha inh	EPAC1 ag	aSyn rescue	WRN helicase inh	EPAC1 antag
18	CCc1sc(NC(=O)CCC(=O)O)nc1-c1cc2ccccc2oc1=O	5%	-13%	0.3	7%	3	-4%	0%	-2%	3%
19	Fc1ccc(COc2cccc3cccnc23)cc1	1%	-6%	-0.1	18%	3	12%	-10%	4%	-19%
20	Cc1cccc(C(=O)O)c1NC(=O)c1ccc(F)cc1	-2%	1%	-2.1	8%	-3	1%	7%	3%	10%

(cont.)
[25] O=C(Nc1ccc2c(c1)OCCO2)C1CCN(C(=O)c2ccccc2)CC1
[26] O=C(Nc1cccnc1)c1cnn2c(C(F)F)cc(C3CC3)nc12
[27] Cc1ccc(S(=O)(=O)CC(=O)c2ccc(C)c([N+](=O)[O-])c2)cc1
[28] O=C(O)CN1C(=O)N/C(=C\c2cccn2-c2ccc(P(=O)(O)O)cc2)C1=O
[29] CCN1CCN(c2ncc3c(n2)CC(c2cc(OC)c(OC)c(OC)c2)CC3=O)CC1 (stereo not drawn)
[30] COc1ccc(C(=O)COC(=O)/C=C/c2ccc(S(=O)(=O)Nc3cccc(S(N)(=O)=O)c3)cc2)cc1
[31] CCOC(=O)/C=C/C(=O)OCC(=O)N1CCN(C(=O)c2ccco2)CC1
[32] COc1ccc2nc(N3CCCC3)c(C#N)cc2c1

Assay by compound,25,26,27,28,29,30,31,32
Abeta rescue,0%,-3%,-8%,-4%,-4%,2%,-10%,4%
PLK1 PBD inh,-2%,-10%,-15%,nt,-7%,-13%,-18%,17µM*
IL-2 act,0.3,-2.0,1.8,-1.7,-2.4,0.5,-3.7,3.1
FUS suppressor,14%,-22%,15%,2%,9%,9%,nt,25%
PI5P4K alpha inh,-6,-7,-1,nt,0,-15,-16,nt
EPAC1 ag,0%,-5%,15%,-30%[inhibitor],6%,11%,9%,?
aSyn rescue,-3%,-5%,10%,nt,-2%,0%,5%,5%
WRN helicase inh,7%,-28%[57.1 µM],10%,nt,-7%,-11%,?,5%
EPAC1 antag,6%,1%,8%,-2%,20%,-8%,-17%,32%[activator]

[33] Cc1cccc2nc(Cn3c(=O)n(CCCC(=O)NCc4ccco4)c(=O)c4ccccc43)cc(=O)n12
[34] COC(=O)COc1ccc(/C=C2/SC(=O)N(CC(=O)N3CCCC3)C2=O)cc1Br
[35] Cc1ccc(C)c(N(CC(=O)NCc2ccccc2)C(=O)c2csnn2)c1
[36] Cc1onc(-c2ccccc2)c1CNS(=O)(=O)c1ccc(F)cc1F
[37] O=C(O)c1cccc(S(=O)(=O)N2CCc3ccccc3C2)c1
[38] COc1cccc(C2C(C(=O)c3cccs3)=C(O)C(=O)N2CCN2CCOCC2)c1 (stereo not drawn)
[39] COc1ccc(-n2ncc3c(SCC(=O)N4CCN(c5ccccc5OC)CC4)ncnc32)cc1
[40] Cc1cc(C)c(C#N)c(Nc2ccccc2Cl)n1
[41] Cc1cc(NC(=O)CSc2nc3c(c(=O)n2-c2ccccc2)SC(C)C3)no1 (stereo not drawn)
[42] CCOC(=O)CN1C(=O)SC(CC(=O)Nc2nccs2)C1=O (stereo not drawn)

Assay by compound,33,34,35,36,37,38,39,40,41,42
Abeta rescue,4%,7%,0%,12%,4%,-12%,6%,?,-8%,15%
PLK1 PBD inh,-9%,-4%,-10%,-1%,-8%,-6%,-4%,-4%,1%,-1%
IL-2 act,0.9,-1.3,0.5,2.8,1.2,0.4,-1.6,0.7,1.0,0.6
FUS suppressor,35%,6%,8%,-2%,2%,-5%,21%,-23%,-2%,6%
PI5P4K alpha inh,-14,2,4,2,-1,1,nt,5,4,-8
EPAC1 ag,6%,-2%,-1%,-1%,1%,-11%,8%,4%,-14%,-4%
aSyn rescue,1%,7%,0%,3%,-3%,-4%,-2%,-1%,-3%,-13%
WRN helicase inh,?,-3%,8%,-2%,-18%,2%,-15%,-8%,-1%,6%
EPAC1 antag,24%,9%,-25%,-7%,1%,4%,5%,1%,?,2%
